High-throughput results (PubChem)
FBPA coupling cs = counter-screen for Giardia aldolase inhibitors: coupling enzyme system. 0.67% of 290,000 active. coupling enzyme system counterscreen, AmpLite Red fluorescence. activity change, negative = inhibition, % at 58.2 µM, hits read low; in the data active means activity change below about -30%
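Activity here indicates interference with the coupling reaction, not aldolase inhibition. Compounds at 57.5 uM final met coupling enzymes for 10 min at RT; substrate and AmpLite Red detection followed, with a 525/598 nm fluorescence read after 20 min.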
uPA generation = cell surface uPA generation inhibition; cell surface uPA generation assay, qHTS; Potency, µM (titrated, usually from 38.3 µM), for inactives: at the top dose activity change, negative = inhibition, most hits filed as inhibitors; 0.31% of 330,000 active; active means well fitted inhibition curve with a large enough effect; inconclusive means small, poorly fitted or top-dose-only effect; inactive means no such curve, though single readings can be large or run the other way; tested in mouse RAW 264.7 cells; further: potency means the concentration at half of the fitted maximal effect; nearly all actives have a fitted effect of over 55% in size
Giardia killer = kills Giardia lamblia; Giardia lamblia trophozoite viability; activity change, % at 7.66 µM, hits read low; 0.15% of 340,000 active; in the data active means activity change below about -80%; inconclusive means between about -30% and that limit;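 further: parasites exposed to compound for two days anaerobically before the ATP read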
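Viability, read as ATP luminescence: trophozoites at 100 cells/well, compound added, 48 hrs anaerobic at 37 deg C, then 15-30 min room-temperature development before reading.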
Eya2 phos inh = blocks the phosphatase activity of human Eya2; O00167; recombinant Eya2, OMFP fluorescence dephosphorylation (OMFP is methylfluorescein phosphate); Potency, µM (doses to about 76.9 µM), for inactives: at the highest dose activity, negative = inhibition, hits mostly inhibitors; 0.006% of 330,000 active; further: potency means the concentration at half of the fitted maximal effect
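Eya2 protein (added as 0.2 uM solution) was preincubated with compound for 10 min at ambient temperature in 50 mM HEPES pH 7.5, 50 mM NaCl, 5 uM MgCl2, 0.05% BSA, 1 mM DTT. OMFP (added at 50 uM) then reacted 10 min; fluorescence read at 485/525 nm.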
USP2a inh = USP2a (human) protease inhibition; 0.01% of 330,000 active; O75604; USP2 core, Ub-CHOP2 coupled fluorogenic reporter, 485/531; Potency, µM (highest dose often 38.3 µM), for the others: at the top dose activity change, negative = inhibition, most hits filed as inhibitors;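 further: potency means the concentration at half of the fitted maximal effect; plate controls were DMSO wells for no effect and full inhibition by NEM control for full effect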
Target sequence (O75604 whole entry, looked up): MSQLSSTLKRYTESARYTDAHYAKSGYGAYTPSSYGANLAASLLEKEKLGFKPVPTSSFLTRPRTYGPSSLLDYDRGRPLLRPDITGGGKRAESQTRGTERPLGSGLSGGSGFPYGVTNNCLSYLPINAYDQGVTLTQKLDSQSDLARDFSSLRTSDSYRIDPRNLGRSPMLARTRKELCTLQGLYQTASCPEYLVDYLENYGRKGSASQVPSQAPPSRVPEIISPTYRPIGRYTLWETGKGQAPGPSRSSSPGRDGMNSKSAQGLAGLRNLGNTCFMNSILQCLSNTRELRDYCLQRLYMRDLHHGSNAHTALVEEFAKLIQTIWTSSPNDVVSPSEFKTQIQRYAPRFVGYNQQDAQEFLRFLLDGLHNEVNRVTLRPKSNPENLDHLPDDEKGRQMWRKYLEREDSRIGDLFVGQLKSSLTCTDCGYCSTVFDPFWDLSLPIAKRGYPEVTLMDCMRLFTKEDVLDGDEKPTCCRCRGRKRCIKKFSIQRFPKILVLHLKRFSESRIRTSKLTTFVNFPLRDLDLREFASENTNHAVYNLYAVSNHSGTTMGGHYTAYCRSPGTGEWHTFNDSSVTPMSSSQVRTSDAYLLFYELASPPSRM
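Deubiquitinase activity read as fluorescence (485/531 nm) after Ub-CHOP2 cleavage activates the enterokinase reporter on its substrate; USP2 core 10nM, Ub-CHOP2 and substrate 25nM each, 30min compound preincubation then 60min RT; data normalized to NEM, curves fitted.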
PKM2 act = PKM2 (human) enzyme activation; purified PKM2, Kinase-Glo ATP luminescence, activation; response scale: 0% is enzyme alone, no compound; P14618; AID 1631; Potency, µM (series often up to 57.5 µM), inactives show at the top dose activation, usual class: activators; 0.34% of 260,000 active; further: potency means the concentration at half of the fitted maximal effect; nearly all actives have a fitted effect of over 55% in size
Target sequence (P14618 whole entry, looked up): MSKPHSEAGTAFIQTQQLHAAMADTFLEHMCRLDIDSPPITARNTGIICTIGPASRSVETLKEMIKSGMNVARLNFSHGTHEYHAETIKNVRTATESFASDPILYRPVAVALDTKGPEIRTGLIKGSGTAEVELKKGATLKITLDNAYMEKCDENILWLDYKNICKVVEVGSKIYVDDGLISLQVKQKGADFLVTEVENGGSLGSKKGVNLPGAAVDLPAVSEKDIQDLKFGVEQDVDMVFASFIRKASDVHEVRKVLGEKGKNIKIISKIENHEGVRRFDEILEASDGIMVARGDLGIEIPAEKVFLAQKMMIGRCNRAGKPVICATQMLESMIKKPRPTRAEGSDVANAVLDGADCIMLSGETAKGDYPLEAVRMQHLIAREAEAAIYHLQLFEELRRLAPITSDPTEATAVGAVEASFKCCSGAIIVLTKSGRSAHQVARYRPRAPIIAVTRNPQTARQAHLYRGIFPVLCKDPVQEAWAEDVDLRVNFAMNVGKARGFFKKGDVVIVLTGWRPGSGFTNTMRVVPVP
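ATP formation by purified human PK-M2, quantified via coupled luciferase luminescence after 1 h at room temperature with 0.1 mM ADP and 0.5 mM PEP final.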
B2AR arrestin = beta2AR (human) beta-arrestin recruitment activity; AID 492947; 0.02% of 330,000 active; Potency, µM (titrated, usually from 46.1 µM), without a hit: at the highest dose activation, most hits filed as activators; beta-arrestin recruitment to beta2AR, cell-based reporter; P07550;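 further: potency means the concentration at half of the fitted maximal effect; 0% = DMSO controls and full agonism = EC100 isoproterenol or metaproterenol; nearly all actives have a fitted effect of over 65% in size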
KCNH2 WT inh = blocks the wildtype human KCNH2 potassium channel; Q12809; U2OS, BacMam KCNH2, thallium flux FluxOr; active compounds read low; activity change, % at 1.84 µM; 0.37% of 340,000 active;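 active means maximum activity change below -70%; inconclusive means maximum activity change between -70% and -50%; inactive means maximum activity change above -50%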
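U2OS cells were transduced with wild-type KCNH2 virus (2.03 x 10^8 / mL) for 4 h at room temperature, then cultured overnight at 37 C. Thallium flux was read with FluxOr dye. Rate constants were normalized to DMSO controls.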
KCNH2 3.1 block = inhibitors of human KCNH2 3.1 potassium channel isoform; U2OS KCNH2 3.1, thallium flux FluxOr; active compounds read low; activity change, % (tested at about 1.8 µM); 0.95% of 340,000 active;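 active means maximum activity change below -70%; inconclusive means maximum activity change from -70% to -50%; inactive means maximum activity change above -50%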;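 further: thallium influx rate constant from kinetic fluorescence after stimulation buffer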
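Virally transduced U2OS (3.1 isoform, 4 h infection in dark at RT) → overnight 37 C → FluxOr + Red40 in HBSS/HEPES, 45 min → stimulation buffer, 2 min kinetic read → rate constant vs DMSO controls.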
GALK inh = galactokinase (human) inhibition. Potency, µM (doses to about 57.5 µM), for inactives: at the top dose activity change, negative = inhibition, usual class: inhibitors. Purified GALK, Kinase-Glo residual ATP luminescence. 0.007% of 270,000 active. P51570; further: potency means the concentration at half of the fitted maximal effect
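Quantitative HTS: GALK 5 nM, ATP 35 uM, galactose 100 uM, 1 h room temperature, then luciferase-based ATP detection.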
BCR signal inh = chronic active BCR signaling inhibition; ABC-DLBCL IkBa-CBG/CBR reporter, luminescence ratio, 4 h; Potency, µM (titrated, usually from 46.1 µM), inactives show top-dose ratio change, negative = lower green/red ratio, most hits filed as inhibitors; 0.05% of 340,000 active; AID 493014; active means well fitted inhibition curve with a large enough effect in the signal ratio, with a control signal flat, not every such curve was filed as active; inconclusive means small, poorly fitted or top-dose-only effect, or effect the other way, or a change in a side signal; the % refers to the signal ratio;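 further: potency means the concentration at half of the fitted maximal effect; plate controls were basal doxycycline-induced cells for no effect and cells given 10 µM MG132 for full effect; MG132 reads +100%, hits lower the ratio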
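Compounds up to 46 uM were incubated four hours with TMD8 cells whose green CBG68 luciferase is fused to IkappaBalpha; red CBR luminescence normalised the signal, and concentration-effect curves were fitted to fusion, red and ratio data.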
An asterisk follows results filed as active; ? = inconclusive; . = not tested or not shown; [ ] = another dose, or the depositor's remark. Unless noted, the call rests on the fitted dose curve; in most records, active means well fitted curve in the direction sought with a large enough effect; inconclusive means small, poorly fitted or top-dose-only effect, or another doubt; inactive means no such curve, though single readings can be large; an effect the other way counts as inactive or inconclusive. Unless noted, on the % scale 0 is the no-effect control and ±100 the full control effect.

SMILES	FBPA coupling cs	uPA generation	Giardia killer	Eya2 phos inh	USP2a inh	PKM2 act	B2AR arrestin	KCNH2 WT inh	KCNH2 3.1 block	GALK inh	BCR signal inh
COc1ccc(Cl)cc1NC(=O)C1CCN(S(C)(=O)=O)CC1	1	1%	12	-3%	-2%	-2%	0.4%	-8	-6	0%	1%
C/C(CC(=O)NCc1ccco1)=N\NC(=O)Cc1cccc2ccccc12	2	1%	-16	21%	2%	2%	-1.3%	16	20	-1%	?
CCOc1cc(S(=O)(=O)NCC2CCCO2)ccc1F (configuration not stated)	0	-13%	-8	-6%	-1%	-1%	0.6%	3	-1	0%	2%
O=[N+]([O-])c1cccc(-c2nnc3ccc4ccccc4n23)c1	6	-6%	27	-19%	1%	5%	-0.2%	-10	-14	0%	?
CC1(C)NC(=O)N(CC(=O)N2CCCC(C(F)(F)F)C2)C1=O (configuration not stated)	.	-1%	2	-5%	2%	.	-0.1%	5	-3	.	10%
CC[C@@]1(O)C(=O)OCc2c1cc1n(c2=O)Cc2cc3c(N)cccc3nc2-1	-23	-101%	-2	-2%	5%	17%	-0.7%	-7	-7	-1%	?
CN(c1ccc(C(=O)Nc2ccc3c(c2)OCCO3)cc1)S(C)(=O)=O	-2	?	-23	27%	-1%	-18%	-0.5%	-45	29	4%	?
O=C(NNS(=O)(=O)c1ccccc1Cl)c1nn(-c2ccc(F)cc2)ccc1=O	3	-7%	-1	12%	2%	-6%	0.0%	-3	0	7%	-2%
Cc1ccc(N(C(C)C(=O)N2CCC(C)CC2)S(C)(=O)=O)cc1C (configuration not stated)	1	1%	0	-6%	1%	3%	-0.1%	-17	-9	0%	2%
CCNC(=O)CCSc1nnc(-c2ccco2)o1	3	-6%	20	-10%	-2%	6%	-1.4%	1	16	1%	4%
CCn1cc([N+](=O)[O-])c(C(=O)Nc2nc(-c3ccc(C)cc3)c(C)s2)n1	1	-4%	-22	-7%	3%	-2%	-1.3%	2	-8	0%	0%
CC(C)=NNC(=O)c1c(O)c2ccccc2[nH]c1=O	-6	-11%	-4	?	0%	-3%	0.4%	-6	5	2%	?
Cc1c(C(=O)N2CCc3ccccc32)cnn1C	3	0%	-13	4%	0%	-5%	0.2%	-2	5	.	-2%
Cc1cc(C)c(NC(=O)COC(=O)CSc2ccc(Br)cc2C)c(C)c1	0	6%	10	1%	0%	3%	-1.1%	8	12	1%	-1%
CCN(C(=O)CSc1cc(C)c2ccccc2n1)C1CCS(=O)(=O)C1 (configuration not stated)	3	-4%	-6	-10%	3%	1%	-0.2%	3	-6	-2%	2%
Cc1cc(SCC(=O)c2ccc(O)c(O)c2)nc2ccccc12	-5	-5%	-19	9%	-1%	0%	-0.6%	0	-2	4%	?
COCCn1c(SCC(=O)NC2CCCC2)nc2cccnc21	3	-3%	1	-2%	-5%	-4%	-0.6%	-26	5	5%	-2%
NC(=O)CCn1ccc2ccccc21	0	0%	-27	-12%	-1%	1%	-1.0%	-8	-15	1%	2%
O=C(O)C1CCCCC1C(=O)NCCCc1ccccc1 (configuration not stated)	-1	2%	-11	1%	-2%	-4%	0.0%	10	-13	0%	1%
CCCc1ccc(-c2cc(C(=O)NC3=NCCS3)c3ccccc3n2)cc1	3	-8%	?	-1%	0%	1%	0.4%	2	-11	1%	-9%
CC(C)(C)C(=O)NC(=S)Nc1ccc(F)cc1	6	5%	-6	0%	1%	-1%	-0.8%	-2	-29	0%	4%
CC(C)[C@H](NS(=O)(=O)c1ccccc1F)C(=O)OCC(=O)Nc1cccc(S(N)(=O)=O)c1	.	2%	8	1%	-2%	.	-0.3%	-2	7	.	-2%
Cc1cc(N2C(=O)C(O)=C(C(=O)c3cc4ccccc4o3)C2c2ccc(OC(C)C)cc2)no1 (configuration not stated)	-1	-5%	11	10%	3%	-6%[0.46 µM]	0.0%	3	12	4%	0%
CCN1C(=O)c2ccccc2S(=O)(=O)c2ccc(C(=O)NC(C)C)cc21	2	-1%	-8	0%	5%	.	0.4%	-25	8	2%	0%
O=C(C1CCN(S(=O)(=O)c2cccc3cccnc23)CC1)N1CCc2ccccc21	3	3%	6	-4%	0%	0%	-0.3%	0	-5	0%	?

Copied from the list:
`COc1ccc(Cl)cc1NC(=O)C1CCN(S(C)(=O)=O)CC1` in Giardia killer is listed with 12
`CCNC(=O)CCSc1nnc(-c2ccco2)o1` in FBPA coupling cs is listed with 3
`NC(=O)CCn1ccc2ccccc21` in KCNH2 3.1 block is listed with -15

The main list resumes with the 2 entries that preceded the break.
SMILES	FBPA coupling cs	uPA generation	Giardia killer	Eya2 phos inh	USP2a inh	PKM2 act	B2AR arrestin	KCNH2 WT inh	KCNH2 3.1 block	GALK inh	BCR signal inh
CCN1C(=O)c2ccccc2S(=O)(=O)c2ccc(C(=O)NC(C)C)cc21	2	-1%	-8	0%	5%	.	0.4%	-25	8	2%	0%
O=C(C1CCN(S(=O)(=O)c2cccc3cccnc23)CC1)N1CCc2ccccc21	3	3%	6	-4%	0%	0%	-0.3%	0	-5	0%	?
CSc1ccccc1OCc1cc(C(=O)N(C)Cc2ccc(C)o2)no1	-3	0%	27	-3%	-1%	.	-1.0%	0	-5	-2%	-14%
C#CCOCCOCCOCCNc1nc(N2CCN(C(=O)CCCCCCCCCCNC(=O)[C@@H](CCSC)n3cc(CCO)nn3)CC2)nc(N2CCN(C(=O)CCCCCCCCCCNC(=O)[C@H](CCSC)n3cc(CCO)nn3)CC2)n1	.	-8%	0	-7%	-3%	.	0.0%	-9	-5	.	?
Cc1csc(NC(=O)c2cccc(C)c2C)n1	0	-3%	-13	20%	2%	0%	0.3%	2	-1	1%	-4%
Nc1nc(Cl)nc2ncn(Cc3ccccc3)c12	1	1%	-28	-5%	0%	14%	-0.3%	-8	-21	3%	0%
O=C(CCNS(=O)(=O)c1ccc2c(c1)CCC(=O)N2)NCc1ccc2c(c1)OCO2	1	1%	2	20%	-1%	-7%	-0.2%	4	10	3%	-2%
O=C(O)c1cc(NC(=O)c2cccc(F)c2)cc(NC(=O)c2cccc(F)c2)c1	0	0%	-6	5%	0%	0%	-0.3%	0	7	0%	0%
Cc1cc(C(=O)Nc2ccon2)c(C)o1	-1	-3%	-11	-3%	-1%	4%	0.1%	-5	8	3%	1%
COc1ccc(NC(=O)C(Cc2cc(C)cc(C)c2)C(C)C(=O)O)cc1 (configuration not stated)	1	5%	5	-4%	1%	0%	0.3%	11	3	-2%	5%
O=C(/C=C/c1ccccc1[N+](=O)[O-])Nc1ccc(S(=O)(=O)Nc2ncccn2)cc1	4	-3%	-10	5%	1%	-2%	-0.5%	2	5	-2%	2%
Brc1c(OCCOCCn2cncn2)ccc2ccccc12	0	0%	-2	5%	-1%	0%	0.5%	-14	-2	-3%	?
CCOC(=O)CC(N)c1cccc([N+](=O)[O-])c1 (configuration not stated)	0	-2%	-25	1%	2%	0%	-0.4%	2	34	3%	-1%
COCC1CCN(C(=O)c2cc(COc3ccc(F)cc3F)on2)C1 (configuration not stated)	3	12%	-6	8%	1%	.	-0.3%	-12	-9	3%	-1%
COc1cc(NC(=O)Cn2c(-c3cncs3)nc3ccccc32)cc(OC)c1OC	11	-5%	-5	12%	0%	9%	1.1%	5	-10	-2%	-7%
CCOC(=O)C1CCCN(C(=S)Nc2ccc(F)cc2)C1 (configuration not stated)	2	3%	6	3%	-1%	3%	-0.3%	-2	3	3%	0%
COc1cc(/C=N\n2nnnc2N)ccc1OCc1ccc(F)cc1	4	-4%	-12	14%	-1%	3%	0.2%	-4	-1	5%	-8%
O=C(Nc1ccccc1)Nc1nnc(Cc2ccc([N+](=O)[O-])cc2)s1	-1	14%	-9	-9%	0%	-14%	0.3%	3	-20	0%	9%
O=C(O)CCn1cc(/C=C2/NC(=S)N(c3ccccc3)C2=O)c(-c2ccccc2)n1	7	-2%	11	6%	0%	-3%	-0.8%	6	-10	.	?
CS(=O)(=O)N(CC(=O)N1CCOCC1)c1cccc(Cl)c1Cl	3	12%	-13	3%	1%	-2%	0.3%	-4	-4	0%	7%
Cc1cc(C)c(C#N)c(SCC(=O)N(CC(C)C)C2CCS(=O)(=O)C2)n1 (configuration not stated)	.	1%	-8	16%	0%	.	0.2%	-4	3	.	-8%
COCCn1c(N)c(N(Cc2ccccc2)C(=O)Cc2ccccc2F)c(=O)[nH]c1=O	2	0%	4	2%	3%	-3%	0.1%	-3	8	3%	?
CCn1c(Sc2ccc([N+](=O)[O-])cn2)nnc1-c1ccco1	4	-13%	37[activator]	1%	2%	1%	0.2%	9	7	3%	?
Cc1ccc(OCC(=O)N(Cc2ccc(N(C)C)cc2)C2CCS(=O)(=O)C2)cc1 (configuration not stated)	-2	-4%	6	-4%	0%	2%	-0.5%	-31	-49	1%	-2%
Cc1ccc(NC(=S)NN2CCN(C)CC2)c(C)c1	0	8%	-7	-1%	-1%	3%	-0.7%	2	11	3%	-1%
Cc1cc(C)cc(OCC(=O)Nc2cccc(C(=O)O)c2)c1	12	.	-7	-12%	5%	4%	0.0%	-14	26	0%	?
COc1cccc(/C=N/NC(=O)COc2cccc3cccnc23)c1O	5	-7%	-7	0%	9%	1%	0.2%	5	-1	1%	-1%
